# PP1 inh = PP1-alpha (human) inhibition in PP5 counter-screen; purified PP1alpha, OMFP fluorescence; inhibition, % at 6.7 µM; 320,000 tested, 0.9% active;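 active = inhibition above the mean inhibition of all tested compounds plus 3 SD, computed separately for each screening campaign, cut at about 15% in these data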
# PP5 inh = PP5 (human) phosphatase inhibition; 320,000 tested, 0.18% active; P53041; purified PP5c, OMFP substrate fluorescence; inhibition, % at 6.7 µM; AID 1987;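 active = inhibition above the campaign's mean inhibition across all tested compounds plus 3 SD, cut at about 9.5% in these data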;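 note: 0% = DMSO only and 100% = 100 µM cantharidin control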
# Target sequence (P53041 whole entry, looked up): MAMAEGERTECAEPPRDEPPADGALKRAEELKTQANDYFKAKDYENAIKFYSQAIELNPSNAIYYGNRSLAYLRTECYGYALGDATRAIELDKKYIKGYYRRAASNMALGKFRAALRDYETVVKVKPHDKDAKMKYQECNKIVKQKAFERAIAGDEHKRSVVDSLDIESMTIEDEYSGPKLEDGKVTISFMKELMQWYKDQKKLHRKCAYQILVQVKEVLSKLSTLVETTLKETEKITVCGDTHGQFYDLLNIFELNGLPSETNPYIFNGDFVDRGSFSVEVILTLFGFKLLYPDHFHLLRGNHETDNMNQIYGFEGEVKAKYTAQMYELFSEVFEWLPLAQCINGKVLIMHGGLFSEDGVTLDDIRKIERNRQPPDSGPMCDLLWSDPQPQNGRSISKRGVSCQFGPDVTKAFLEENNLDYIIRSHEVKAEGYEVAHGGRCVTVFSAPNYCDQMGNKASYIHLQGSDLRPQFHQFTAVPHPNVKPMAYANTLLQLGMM
# GASC-1 inh = human JMJD2C demethylase inhibition | AID 2099 | inhibition, % at 2.35 µM | 330,000 tested, 0.069% active | GST-JMJD2C(1-420) H3K9me3 demethylation, DELFIA europium | Q9H3R0;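 active = more than half of a compound's replicate wells show inhibition beyond 50%, single wells judged on their own value; inconclusive = some, but no more than half, of replicates pass 50% inhibition; inactive = no replicate passes 50% inhibition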;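 note: signal counts dimethyl H3K9 product captured on neutravidin plate; 0% = median of DMSO wells and 100% = 0.3 times that DMSO median; strong numbers were not always called active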
# VLA-4 inh = inhibition in a human VLA-4 binding assay | AID 2557 | 330,000 tested, 0.2% active | inhibition, % (about 7 µM as worked out from the volumes in the protocol) | VLA-4 expressing cells, ligand binding flow cytometry | P13612; in the data active = inhibition above about 50%
# HCV core dimer = blocks dimerization of HCV core protein; TR-FRET GST/Flag-core106 dimerization, 1536-well; inhibition, % at 5 µM; 300,000 tested, 0.33% active; AID 1899;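 active = inhibition above the mean of all tested compounds plus 3 SD, set per screening campaign, cut at about 45% in these data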
#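 System: GST-tagged and Flag-tagged HCV core protein residues 1-106 / Input: core106 proteins, GST 13.5 nM and Flag 17 nM / Buffer or medium: KF-containing HEPES buffer, pH 7.45, DTT, CHAPS, BSA / Probe or stimulus: Eu-anti-GST and XL665-anti-Flag labelled anti-tag antibodies / Schedule: 4 h, 22.5 °C incubation / Technique: TR-FRET 671 and 617 nm emission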
# proCasp7 act = activates human procaspase-7, counter-screen for procaspase-3 activators | activation, % at 8.5 µM | 330,000 tested, 0.093% active | P55210 | AID 463210 | recombinant procaspase-7, Ac-DEVD-pNA absorbance 405 nm; D23A/D198A/D206A triple mutant, cannot self-cleave; scale: DMSO 0, 5 µM enzyme 100;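 active = percent activation above the screen-wide mean plus 3 SD, cut at about 25% in these data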
# Target sequence (P55210 whole entry D23A/D198A/D206A): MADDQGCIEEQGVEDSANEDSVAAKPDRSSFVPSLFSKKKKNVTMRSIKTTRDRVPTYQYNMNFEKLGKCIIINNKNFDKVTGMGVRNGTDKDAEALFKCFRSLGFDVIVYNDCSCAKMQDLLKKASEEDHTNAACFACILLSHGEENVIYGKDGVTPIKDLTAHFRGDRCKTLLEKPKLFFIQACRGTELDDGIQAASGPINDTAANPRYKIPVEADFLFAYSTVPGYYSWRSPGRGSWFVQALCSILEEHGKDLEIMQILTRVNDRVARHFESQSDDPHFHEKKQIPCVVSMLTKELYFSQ
#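 Detection: p-Nitroaniline absorbance at 405 nm, read at 0 and 120 min; system: Uncleavable procaspase-7 mutant enzyme; evaluation: % activation from two-timepoint absorbance difference, scaled to controls; times: 1 h enzyme–compound preincubation and 2 h substrate reaction, both 25 °C; buffer or medium: Zinc-free HEPES pH 7.4 with 300 mM NaCl, 0.01% Triton X-100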
# GRK2 aptamer HTS = blocks RNA aptamer binding to human GRK2 | P25098 | bead flow cytometry, FAM-aptamer displacement from GRK2 | inhibition of aptamer binding, % at 10 µM | 330,000 tested, 0.59% active | AID 488847;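 active = inhibition of aptamer binding above 40%, roughly 3 SD of noise, on plates passing a quality check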;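 note: median bead fluorescence of bound FAM aptamer so fluorescent compounds give negative values; no value below 0 was filed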
# procasp3 activ = procaspase-3 (human) activation. recombinant procaspase-3 D3A, Ac-DEVD-pNA absorbance 405 nm. activation, % at 8.5 µM. 330,000 tested, 0.11% active;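 active = activation above the mean of all tested compounds plus 3 SD, cut at about 21% in these data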;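 note: 0% = DMSO alone and 100% = DMSO wells spiked with extra 5 µM PC-3 D3A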
# Target sequence (P42574 whole entry D9A/D28A/D175A): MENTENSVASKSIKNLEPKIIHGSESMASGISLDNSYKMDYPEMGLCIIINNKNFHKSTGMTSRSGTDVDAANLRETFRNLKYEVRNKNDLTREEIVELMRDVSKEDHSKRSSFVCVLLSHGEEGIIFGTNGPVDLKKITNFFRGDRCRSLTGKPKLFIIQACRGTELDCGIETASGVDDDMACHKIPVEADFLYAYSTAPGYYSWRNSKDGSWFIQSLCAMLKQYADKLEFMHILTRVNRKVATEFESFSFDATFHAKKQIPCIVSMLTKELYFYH
#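 Test system: Procaspase-3 D3A mutant; medium: Zinc-free HEPES/NaCl buffer with 0.01% Triton X-100 at pH 7.4; reagent: DEVD-pNA substrate; doses: one concentration, 8.5 µM nominal, 0.8% DMSO; times: 1 h preincubation plus 2 h reaction at 25 °C; signal: Epi-absorbance at 405 nm of released p-nitroaniline, 0 and 120 min; replicates: singlicate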
# CTSL1 counter = counter-screen for PFM18AAP inhibitors: inhibitors of F. hepatica cathepsin L1 | recombinant F. hepatica cathepsin L1, Z-Leu-Arg-MCA fluorescence | 300,000 tested, 0.49% active | inhibition, % at 5.96 µM;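 active = inhibition above the mean of all tested compounds plus 3 SD, set per screening campaign, cut at about 17% in these data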;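 note: 0% = plate median of test compound wells and 100% = 1 µM Z-Phe-Ala-diazomethylketone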
# An asterisk follows results filed as active; i = inactive; u = inconclusive; x = no result given. Rows were taken by chance. About 2.6% of those tested had a hit in this group.
SMILES,PP1 inh,PP5 inh,GASC-1 inh,VLA-4 inh,HCV core dimer,proCasp7 act,GRK2 aptamer HTS,procasp3 activ,CTSL1 counter
N/C(=N\OC(=O)c1cc(Cl)ccc1Cl)c1ccncc1,1,-0.5,4,5,-2,0,0,3,2
CCOC(=O)C(=O)C1=C(N2CCOCC2)/C(=C\c2cccc([N+](=O)[O-])c2)CC1,2,1.2,7,-25,4,-12,0,-18,-9
O=C(NC1CCCCC1)c1ccc(Cn2cc(Cl)cn2)cc1,-2,0.5,-4,-26,-7,5,8,12,-2
CSCC[C@H](NC(=O)[C@H](Cc1ccccc1)n1c(=O)[nH]c2ccccc2c1=O)C(=O)N1CCC[C@@H]1C(=O)O,-3,-0.4,2,25,-6,6,0,1,-1
Cc1c(NC(=O)CSc2n[nH]c(=O)n2-c2ccccc2)c(=O)n(-c2ccccc2)n1C,-4,0.1,-17,18,-4,2,2,-2,-1
O=C1CC(N2CCN(c3ccc(F)cc3)CC2)C(=O)N1Cc1ccccc1 (stereo not given),-2,1.0,0,9,6,-14,4,2,3
Cc1cc(C(=O)OCC(=O)NCc2cccs2)ccc1[N+](=O)[O-],x,x,-3,4,x,9,11,4,x
CC1(C)CC2CC(C)(CN2C(=O)CCCN2C(=O)c3ccccc3C2=O)C1 (stereo not given),-2,-1.4,-38,0,-1,-5,1,3,2
CCC/C=C1/CCCOC(C(=O)NCc2ccc(C)o2)(C(F)(F)F)C1 (stereo not given),x,x,18,-7,x,-17,0,-9,x
CC(C)(C)CC(=O)Nc1cccc(-c2cn3cccnc3n2)c1,-1,2.7,-31,0,-1,6,1,0,-3
CCCCc1ccc(S(=O)(=O)Nc2nnc(C)s2)cc1,-4,3.4,-8,4,1,-3,0,-3,-2
CC(NC(=O)COC(=O)CN1C(=O)C2CCCCC2C1=O)c1ccccc1 (stereo not given),x,x,0,9,x,5,0,-1,x
COc1ccccc1Nc1nnc(SC(C)C(=O)NC2CC2)s1 (stereo not given),-4,-2.0,-8,2,x,-10,3,-1,x
CCCC(=O)Nc1c(O)c2ccccc2[nH]c1=O,4,3.1,102,-1,4,-31,1,-23,6
CCCn1c(=O)c2c(nc3n2CCN3Cc2ccco2)n(C)c1=O,4,1.8,1,5,0,9,0,0,-7
CC1CC(C)CN(C(=O)c2ccc3c(c2)N(Cc2ccccc2)CCS3)C1 (stereo not given),10,5.9,2,14,17,-25,2,0,0
O=C(c1ccc(N2C(=O)CCC2=O)cc1)N1CCOCC1,-4,-0.7,7,0,6,1,1,3,-2
O=C(COC(=O)c1cccs1)Nc1ccc(Cl)cn1,x,x,3,13,x,1,2,12,x
COc1cccc(OCC(O)CN2CCN(CCN3C(=O)c4cccc5cccc(c45)C3=O)CC2)c1 (stereo not given),4,3.4,3,1,-10,2,0,11,-1
CC1CSC(N(C(=O)c2ccc(S(C)(=O)=O)cc2)c2ccc(Cl)cc2)=N1 (stereo not given),0,3.4,3,7,18,1,0,-7,0

# The last three records of the section above lead into the next.
SMILES,PP1 inh,PP5 inh,GASC-1 inh,VLA-4 inh,HCV core dimer,proCasp7 act,GRK2 aptamer HTS,procasp3 activ,CTSL1 counter
O=C(COC(=O)c1cccs1)Nc1ccc(Cl)cn1,x,x,3,13,x,1,2,12,x
COc1cccc(OCC(O)CN2CCN(CCN3C(=O)c4cccc5cccc(c45)C3=O)CC2)c1 (stereo not given),4,3.4,3,1,-10,2,0,11,-1
CC1CSC(N(C(=O)c2ccc(S(C)(=O)=O)cc2)c2ccc(Cl)cc2)=N1 (stereo not given),0,3.4,3,7,18,1,0,-7,0
CC(=O)Nc1ccc(C(=O)OCC(=O)NCc2cccs2)cc1,-3,0.0,-5,12,x,-2,0,2,x
C=CCNC(=S)Nc1ccccc1,-8,1.4,0,5,-3,-1,1,8,5
C=C(C)CSc1nnc(CCNC(=O)OC(C)(C)C)o1,-1,0.0,u,6,-3,-6,0,-4,2
CCN(CC)Cc1c(CC(C)C)oc(C)c1C(=O)O,2,-0.9,3,-2,0,5,2,-6,1
COc1ccc2cc(C(N)=O)/c(=N/NC(=O)c3ccco3)oc2c1,0,0.3,11,5,-7,2,2,-2,2
CCn1c(CNc2ccc(F)cc2)nnc1SCC#N,-7,1.4,4,10,6,0,0,-6,-8
CCCC(=O)NC(c1ccc(Cl)cc1Cl)c1ccc2cccnc2c1O (stereo not given),26*,2.2,-13,14,3,-5,0,1,1
CNC(=O)c1cc2c(cn1)[nH]c1ccccc12,-1,2.7,-6,1,-3,-2,0,3,3
COc1ccc(S(=O)(=O)Nc2ccccc2C)cc1C(=O)N1CCOCC1,-3,-0.1,7,7,-5,-2,1,4,1
COC(=O)CC1COc2ccccc2N1S(=O)(=O)c1ccc(OC)cc1 (stereo not given),3,0.8,-23,7,2,-1,1,5,-4
COc1cc(/C=N/NC(=O)c2nc(C)cc(C)n2)ccc1O,-2,1.9,-1,1,-10,1,2,0,0
O=C(CCc1nc(-c2ccccc2F)no1)NC1CCCCCC1,0,3.0,-6,2,-5,3,1,-4,-5
Cn1c(N)c(C(=O)COC(=O)CNS(=O)(=O)c2ccc(Cl)c(Cl)c2)c(=O)n(C)c1=O,-2,-1.9,-3,7,2,4,0,6,-26
COC(=O)c1[nH]c2cccc(OC)c2c1NC(=O)CCN1CCC(C)CC1,0,-1.2,-2,0,-5,6,0,2,-1
O=C(CSc1nc2ncccc2[nH]1)c1ccc2c(c1)OCO2,-1,-0.7,9,5,0,1,0,0,-1
CCOP(=O)(Cc1ccc(C(C)(C)CC(C)=O)o1)OCC,-2,-2.0,0,13,-7,-2,1,6,6
CCOCCCNC(=O)C(NC(=O)Cc1c[nH]c2ccccc12)c1ccc(OC)cc1 (stereo not given),-1,-0.3,9,7,5,8,1,-3,-1
CCCCN(C)C1CCN(C(=S)Nc2ccc(OC)cc2)CC1,2,-0.7,-24,4,1,-33,1,-1,-1
CC1(C)OC(=O)C=C[C@]2(C)[C@H]3CC[C@@]4(C)[C@H](c5ccoc5)OC(=O)[C@H]5O[C@]54[C@]3(C)C(=O)C[C@@H]12,0,0.1,-2,10,x,11,2,14,x
CCc1nnc2c(N(C)S(=O)(=O)c3ccc(C)cc3)nc3ccccc3n12,0,0.6,-1,-2,8,3,0,8,0
COCCN(Cc1ccccc1)C(=O)C1CCN(S(=O)(=O)c2ccc3c(c2)OCCO3)CC1,1,-0.2,-5,45,x,8,0,3,x
C=C1CCN([C@@H](CC(C)C)C(=O)NCc2ccc(Cl)c(Cl)c2)S(=O)(=O)c2ccccc21,0,2.7,33,-4,15,6,0,0,4
COC(=O)c1cc(S(=O)(=O)N2CCC(C(N)=O)CC2)oc1C,-2,3.4,-27,24,4,5,0,-8,0
O=C(Nc1ccc(F)cc1F)c1cc2ccccc2oc1=O,-2,1.0,0,17,-1,6,0,3,-2
COc1ccc([N+](=O)[O-])cc1N(CC(O)CN1CCCC1)S(=O)(=O)c1ccc(C)cc1 (stereo not given),-1,2.5,i,11,-1,-1,0,-4,-1
COc1ccc(S(=O)(=O)NCC2CCCN(C(=O)CCC(F)(F)F)C2)cc1 (stereo not given),-2,-1.7,0,10,-1,-7,1,1,-5
COC(=O)CNC(=O)CSc1nnc(-c2ccc(OC)cc2)n1CC(C)C,2,-0.7,-1,-2,1,13,1,7,-2
COc1ccccc1C(CNc1ccc(S(=O)(=O)N2CCCC2)cc1[N+](=O)[O-])N(C)C (stereo not given),-2,0.9,u,-2,-11,-13,0,5,2
Cc1cccc(-n2c(C)cc(C(=O)NC3CCCCC3)c2C)c1,2,1.8,-9,5,-2,2,0,1,-3
CCc1nonc1NC(=O)COc1cc(C)c(Cl)c(C)c1,1,0.4,2,6,0,6,70*,3,4
CCCCn1c(CNC(=O)CC)nc2ccccc21,-2,-1.2,17,16,7,8,3,-3,-2
COc1ccc(C(C)=O)cc1COC(=O)c1ccc(OCc2c(C)noc2C)cc1,2,2.6,5,-4,4,10,0,5,1
CC(C)(C)c1cc(C(=O)NNC(=O)Nc2ccccc2)n(Cc2ccccc2)n1,4,1.9,0,-2,-3,2,0,-2,-3
Cc1ccc(/C=C/C(=O)c2ccc(O)cc2)cc1,-4,2.4,-13,0,-1,6,5,8,-1
CCC(=O)N1CCc2cc(S(=O)(=O)CCC(=O)N3CCc4ccccc4C3)ccc21,-3,0.1,-3,-122,-3,1,3,7,-6
Cc1csc(SCC(=O)Nc2c(C)n(C)n(-c3ccccc3)c2=O)n1,4,3.2,-6,48,-2,-2,13,2,0
CCCCN(C)CCC(=O)Nc1ccc(C)cc1,0,-2.2,-5,5,-5,7,0,-9,-2
O=C(NCCc1cccnc1)c1cc(COc2ccc(F)cc2Cl)on1,-3,-3.8,6,7,0,-1,0,-3,2
O=C(NCCc1cccc(Cl)c1)c1cc([N+](=O)[O-])ccc1Cl,5,2.9,-3,15,2,-12,1,6,-1
O=C(Cc1ccccc1)Nc1ccc(S(=O)(=O)N2CCOCC2)cc1,-2,0.0,-3,-1,1,3,0,1,6
C/C(=N\O)C(=O)NCCCNCCCN(C)C,3,-1.4,8,5,-13,4,0,6,0
O=C(Cc1csc(NC(=O)Nc2ccc(Cl)cc2)n1)NCc1ccccn1,5,-0.8,-18,-2,3,7,0,-1,0
NC(=O)c1cccc(-c2cccc(OC(=O)NC3CCCCC3)c2)c1,-4,-3.8,7,-31,-3,-2,0,-11,7
S=C(NCCCN1CCOCC1)Nc1ccc(Cl)cc1Cl,-1,2.0,-4,19,-10,-10,1,-15,5
COC(=O)c1c(-c2cccc(C)c2)csc1N,3,0.3,6,10,-4,-5,1,-7,1
CC(C)COc1ccc(C(=O)N2C(=O)c3ccc(N)cc3C2=O)cc1,1,1.5,8,-5,7,-3,0,1,-1
Cc1ccccc1NC(=O)Cc1nc(COC(=O)c2ccc(NC(N)=O)cc2)cs1,x,x,-1,-5,x,-6,0,5,x
COc1ccc(OCC(=O)Nc2ccc(C(=O)Nc3ccccc3C(=O)O)cc2)cc1,2,-0.6,-1,19,4,3,2,8,0
CCOC1Cc2ccccc2N(C(N)=O)c2ccccc21 (stereo not given),-4,-1.8,47,-1,-4,-1,2,6,-2
O=C(N/N=C/c1ccccc1O)/C(=C/c1ccccc1)CCO,-3,0.7,-6,2,-10,-33,2,-30,-2
OCCCc1nc2n(n1)C(c1ccccc1)C=C(c1ccc(F)cc1)N2 (stereo not given),1,-1.4,-2,-8,-2,0,0,-3,0
CCOc1ccc(NC(=O)CSc2nncn2C)cc1,-2,1.5,-16,6,0,3,0,0,-2

# Screening data: PubChem, several laboratories
